bIAP inhibitor: intestinal alkaline phosphatase (bovine) inhibition; 190,000 tested, under 10 active; purified bovine IAP, CDP-star luminescence, 30 min; inhibition, % at 20 µM;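 active means over 50% inhibition of intestinal alkaline phosphatase at 20 µM in the single-dose screen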
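Assay system – bovine IAP enzyme · Quantity – bovine IAP at 1/65,000,000 final dilution · Detection – CDP-star luminescence signal · Times – 30 min reaction at room temperature · Also added – CDP-star substrate at 30 µM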
PPARg SRC-3 ag: agonists of human PPARgamma SRC-3 coactivator recruitment. P37231. biochemical PPARgamma/SRC-3 coactivator recruitment assay. activation, % at 8 µM. actives 0.26% (n = 200,000). AID 731; in the data active means activation above about 23%;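 further: 0% = DMSO and 100% = reference agonist; some compounds past the cut are filed as inactive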
TR-FRET SRC-2 ct: flags TR-FRET format artefacts in PPARgamma SRC-2 recruitment agonist screen. TR-FRET artefact counter-screen; stronger effect = higher value. TR-FRET ratio at 8 µM. actives 0.4% (n = 200,000). AID 1049; in the data active means TR-FRET ratio above about 2000; further: inactives centre near 1500; reference of the scale not given here
PPARg SRC1 recr: promotes SRC-1 coactivator recruitment by human PPARgamma; P37231; PPARgamma-SRC-1 coactivator recruitment biochemical assay; activation, % at 8 µM; actives 0.41% (n = 200,000); AID 631; in the data active means activation above about 19%;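 further: 0% = DMSO and 100% = reference agonist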
bIAP act: intestinal alkaline phosphatase (bovine) activation. actives 0.17% (n = 200,000). activation factor at 20 µM. purified bovine IAP, CDP-star luminescence, 30 min; stronger effect = higher value; fold of DMSO-control signal, blank-subtracted. AID 1016;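 active means activation factor of 2 or more at 20 µM, a signal rise over negative controls twice the positive control's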
ROMK primary: human ROMK K+ channel modulation, primary screen. Tet-inducible ROMK, thallium flux fluorescence; actives lie on both sides. actives 2% (n = 130,000). B-score at 10 µM. P48048;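 active means signal ratio slope over the read window, or its plate-corrected B-score, at least 3 SD from the plate mean, either direction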;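 further: B-score of the F/F0 ratio slope over 7 to 12 s after thallium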
Redox H2O2 prof: compounds producing H2O2 with reducing agent – biochemical, NIH compound library profiling, artefact control for MLSCN library redox annotation, primary screen; DTT-dependent redox cycling H2O2, phenol red/HRP absorbance; 100% = 100 µM peroxide control, 0% = buffer; activation, % at 10 µM; actives 0.03% (n = 200,000); AID 878;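 active means activation of at least 50% relative to the plate's high and low controls in the primary single-dose screen; inactive means activation below 50%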;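 further: compound incubated with DTT at 0.8 mM final as the reducing agent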
S1P3 antag: antagonists of human S1P3 receptor. actives 0.27% (n = 170,000). CHO S1P3 NFAT-BLA reporter, FRET fluorescence, antagonist mode. inhibition, % at 4.98 µM. AID 485;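 active means inhibition above the plate cutoff, the mean inhibition of test wells on that plate plus 3 SD, cut at about 28% in these data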;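 further: cells challenged with S1P at its EC80 of 0.8 µM; blue over green emission ratio from cleaved BLA substrate after 4 h stimulation; 0% = S1P-stimulated wells and 100% = unstimulated DMSO-only wells; some compounds past the cut are filed as inactive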
PPARg SRC-2 ag: PPARgamma-driven SRC-2 recruitment agonism; P37231; activation, % at 8 µM; actives 0.34% (n = 200,000); PPARgamma LBD-SRC-2 recruitment, biochemical; AID 1032; in the data active means activation above about 22%;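 further: 0% = vehicle and 100% = reference agonist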
Lmaj promast: inhibitors of Leishmania major promastigote growth; Leishmania major promastigotes, resazurin fluorescence viability; inhibition, % at 10 µM; actives 9% (n = 200,000); in the data active means inhibition above about 50%;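 further: promastigotes grown with compound for 44 hours at 28 °C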
TLR4-MyD88 BLA: blocks binding of human TLR4 to MyD88; O00206+Q99836; HeLa CL3-4 TLR4/MyD88 BLA complementation, FRET ratio; inhibition, % at 8.4 µM; actives 0.18% (n = 200,000); AID 861; in the data active means inhibition above about 25%;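 further: 0% = vehicle and 100% = reference inhibitor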
Target sequence (O00206 whole entry, looked up): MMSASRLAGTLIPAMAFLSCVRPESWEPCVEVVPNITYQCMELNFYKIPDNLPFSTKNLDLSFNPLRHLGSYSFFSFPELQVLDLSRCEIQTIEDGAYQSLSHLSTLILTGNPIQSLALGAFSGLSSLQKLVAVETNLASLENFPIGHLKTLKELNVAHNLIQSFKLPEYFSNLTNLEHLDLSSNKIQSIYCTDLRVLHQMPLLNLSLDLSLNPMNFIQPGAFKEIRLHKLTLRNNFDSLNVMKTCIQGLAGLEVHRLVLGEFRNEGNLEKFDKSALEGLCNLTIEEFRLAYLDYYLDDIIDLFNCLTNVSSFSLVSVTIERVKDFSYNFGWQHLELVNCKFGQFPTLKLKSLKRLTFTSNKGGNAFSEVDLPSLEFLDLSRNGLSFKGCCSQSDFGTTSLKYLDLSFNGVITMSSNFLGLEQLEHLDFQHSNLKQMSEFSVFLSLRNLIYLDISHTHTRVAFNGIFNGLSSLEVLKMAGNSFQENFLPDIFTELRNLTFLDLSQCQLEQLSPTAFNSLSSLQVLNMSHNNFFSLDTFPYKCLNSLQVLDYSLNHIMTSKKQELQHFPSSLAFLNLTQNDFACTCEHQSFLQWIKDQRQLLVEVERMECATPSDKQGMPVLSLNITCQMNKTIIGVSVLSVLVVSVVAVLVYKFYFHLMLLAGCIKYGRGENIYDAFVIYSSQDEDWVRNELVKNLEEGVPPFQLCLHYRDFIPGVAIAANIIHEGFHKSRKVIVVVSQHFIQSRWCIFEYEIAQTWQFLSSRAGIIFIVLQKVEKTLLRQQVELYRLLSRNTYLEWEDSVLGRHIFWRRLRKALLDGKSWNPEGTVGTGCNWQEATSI
Target sequence (Q99836 whole entry, looked up): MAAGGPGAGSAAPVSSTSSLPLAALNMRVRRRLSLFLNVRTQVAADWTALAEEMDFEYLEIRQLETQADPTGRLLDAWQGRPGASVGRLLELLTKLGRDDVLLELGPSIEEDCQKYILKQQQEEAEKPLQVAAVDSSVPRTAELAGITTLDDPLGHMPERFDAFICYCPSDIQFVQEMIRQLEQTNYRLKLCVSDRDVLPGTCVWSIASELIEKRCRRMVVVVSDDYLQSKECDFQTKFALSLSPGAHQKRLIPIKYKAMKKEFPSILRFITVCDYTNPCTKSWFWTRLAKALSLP
Active calls of the source: *; · = no result given.

Values run as follows: bIAP inhibitor	PPARg SRC-3 ag	TR-FRET SRC-2 ct	PPARg SRC1 recr	bIAP act	ROMK primary	Redox H2O2 prof	S1P3 antag	PPARg SRC-2 ag	Lmaj promast	TLR4-MyD88 BLA
CCOc1ccccc1NS(=O)(=O)c1ccc(OC)c(OC)c1
→ 6	-1	1562	0	0.9	1	-3.5	-20	0	-3	-1
O=C(NCC1CCCO1)C(=O)NCC(c1ccco1)N1CCN(c2ccc(F)cc2)CC1 (stereo not drawn)
→ -5	-1	1466	-6	1.1	0.02	0.0	0	-3	47	-4
CCOCCCNC(=O)C1CCC(=O)N1CCc1ccccc1 (stereo not drawn)
→ -3	-2	1501	-4	1	·	3.4	-4	2	-7	3
Cc1cccc2c1-c1sc(C(=O)Nc3cccc([N+](=O)[O-])c3C)cc1CO2
→ -10	4	1459	2	1.1	0.6	-0.2	-8	1	-1	3
O=C(O)c1ccc(Nc2nc(-c3cc4ccccc4oc3=O)cs2)cc1O
→ -18	-3	1387	0	1.2	·	0.4	-1	6	1	5
CCN(CC)c1ccc(C(=O)N/N=C(\C)c2ccc(OC)c(OC)c2)cc1
→ 9	2	1563	10	0.9	1.3	0.4	1	6	-6	-4
CCNC(=O)c1ccc(-n2nc(C(F)(F)F)c3c2CCCC3)cc1
→ -2	0	1714	-2	1	·	-3.3	·	-2	4	2
COc1cccc(N(CC(=O)Nc2cccnc2)S(C)(=O)=O)c1
→ 9	3	1405	-6	0.9	-0.46	-0.2	-9	-1	-2	-8
COc1ccc(C/C(C)=N/NC(=S)Nc2ccc(C(C)C)cc2)cc1
→ 2	0	1553	3	1	-0.86	0.3	7	-3	-1	0
CN(C)S(=O)(=O)c1ccc(NC(=O)c2ccccn2)cc1
→ 7	3	1615	2	0.9	·	2.6	-29	3	-5	-3
CC(C)c1ccc(N(C(=O)c2csnn2)C(C(=O)NC(C)(C)C)c2cccnc2)cc1 (stereo not drawn)
→ -17	2	1812	0	1.2	0.02	0.1	-3	6	-4	-7
CC(=O)NNC(=O)CC(=O)Nc1nc(C23CC4CC(CC(C4)C2)C3)cs1
→ 43	4	1561	10	0.6	-0.77	-0.9	-8	9	21	-5
CC(C)(C)NC(=O)CSc1nccn1Cc1ccccc1
→ 3	-10	1447	-7	1	-0.018	-0.3	-10	-2	-4	-5
CC1(C)CC(=O)C2=C(C1)N(Cc1ccco1)C(=O)C2(NC(=O)C1CCCCC1)C(F)(F)F (stereo not drawn)
→ -10	-18	1479	4	1.1	-0.55	0.7	5	6	16	9
FC(F)(F)c1cc(Cl)c2nnc(C(F)(F)Cl)n2c1
→ -9	4	1643	4	1.1	0.44	-1.7	1	9	-4	-6
Cc1ccc2[nH]c3c(=O)n(CCN4CCNCC4)cnc3c2c1
→ 3	-8	1699	0	1	-0.042	-0.2	-25	1	-3	-17
Cc1nn(C)c(C)c1/C=N/NC(=O)c1csc2ccccc12
→ 9	3	1463	10	0.9	·	3.0	·	6	-3	-7
O=C(COC(=O)c1ccccc1NC(=O)c1ccco1)NCC1CCCCC1
→ 12	-1	1310	-5	0.9	-0.55	0.4	·	-5	10	1
Cc1ccc(SCCC(=O)Nc2cccnc2)cc1
→ 10	-6	1515	-1	0.9	0.87	-0.1	-21	0	10	-24
COc1ccccc1/C=N/NC(=O)c1ccc(Cn2nc([N+](=O)[O-])cc2C)cc1
→ 34	-2	1519	0	0.7	-0.13	0.0	-7	-6	48	0
Cc1ccc(C)c(NC(=S)NNC(=O)c2csc(C(C)C)c2)c1
→ -2	4	1526	-1	1	·	-0.2	·	1	3	-6
CCNc1nc(OC)nc(Oc2ccc(=O)n(-c3ccccc3)n2)n1
→ 6	12	1481	1	0.9	·	1.4	·	10	2	3
Cc1ccc(-c2nn(Cc3ccccc3)cc2/C=C/C(=O)O)cc1C
→ -4	-1	1675	0	1	-0.26	0.3	·	8	-8	6
O=C(Cn1c2ccc(F)cc2c2nc3n(c(=O)c21)CCS3)Nc1ccccc1F
→ 3	2	1380	0	1	-0.48	-1.2	-5	0	13	0
O=C(Nc1nnc(-c2ccncc2)o1)c1ccc(Br)s1
→ -4	7	1689	17	1	0.42	-0.2	-4	4	14	-13
O=C(/C=C1\SC(=O)NC1=O)Nc1ccc(F)cc1
→ 1	2	1607	7	1	-0.54	0.4	-22	9	3	-10
O=C(O)c1cccc(NC(=O)c2ccc(Cl)c(S(=O)(=O)N3CCCCCC3)c2)c1
→ -8	0	1501	-1	1.1	0.044	-0.1	4	-3	-4	-3
O=C(NCCCN1CCN(c2ccccc2F)CC1)C1CCC(=O)N1C1CCCCC1 (stereo not drawn)
→ -14	2	1702	-3	1.1	0.35	-0.1	10	-2	-1	-4
Cc1cc2[nH]cnc2c([N+](=O)[O-])c1C
→ 1	4	1569	-3	1	-0.53	0.1	-16	-2	-5	14
O=C(CCCO)CCCCCCCCC[C@H]1N[C@H](CO)[C@@H](O)[C@@H]1O
→ 10	0	1506	5	0.9	0.019	0.6	3	2	-6	6
CCC(=O)Nc1ccc(S(=O)(=O)NCC2CCCO2)cc1 (stereo not drawn)
→ -5	-1	1396	1	1	2.1	0.4	·	3	-4	5
O=C1C2C3C=CC(C2C(=O)N1C1CCCCC1)C1C(=O)N(C2CCCCC2)C(=O)C31 (stereo not drawn)
→ -2	0	1685	5	1	0.23	0.1	·	2	-1	-4
CCN1CCN(C(=O)C(C)Nc2ccc(OC)cc2OC)CC1 (stereo not drawn)
→ -17	7	1586	11	1.2	-0.23	-1.8	-4	-3	10	-15
Cc1cc(NC(=O)Cn2cnc3c2c(=O)n(C)c(=O)n3C)n(-c2ccccc2)n1
→ 8	-3	1610	-1	0.9	0.81	12	3	3	-2	-9
CCCn1c(SCC(=O)Nc2cccc(S(=O)(=O)NC3=NCCCCC3)c2)nc2ccccc2c1=O
→ -2	-2	1581	-2	1	0.049	-1.7	-5	0	6	-15
NC(=S)N(c1ccccc1)c1ccccc1
→ -19	-1	1545	7	1.2	·	0.2	2	5	9	-10
COc1cc(C)c(CNc2ccc(OC)c(OC)c2)cc1C
→ 7	-7	1519	2	0.9	-0.74	-0.2	15	-3	15	-8
O=c1oc2cc(O)c(Cl)cc2c2ccccc12
→ 5	54*	4246*	59*	1	-0.96	0.4	0	102*	35	-1
Cn1c(=O)c2c(SC3CCCC3)nc(CC(C)(C)C)nc2n(C)c1=O
→ ·	-3	1250	-11	·	·	1.1	-17	3	-4	5
COC(=O)N/C(C)=C1/NC(=O)c2ccccc2C(c2ccccc2)N1 (stereo not drawn)
→ -2	-5	1642	10	1	·	-1.3	·	12	-2	-1

6 structures from above, arranged by count of non-hydrogen atoms, lowest first:
Values run as follows: bIAP inhibitor	PPARg SRC-3 ag	TR-FRET SRC-2 ct	PPARg SRC1 recr	bIAP act	ROMK primary	Redox H2O2 prof	S1P3 antag	PPARg SRC-2 ag	Lmaj promast	TLR4-MyD88 BLA
O=C(/C=C1\SC(=O)NC1=O)Nc1ccc(F)cc1
→ 1	2	1607	7	1	-0.54	0.4	-22	9	3	-10
CCN1CCN(C(=O)C(C)Nc2ccc(OC)cc2OC)CC1 (stereo not drawn)
→ -17	7	1586	11	1.2	-0.23	-1.8	-4	-3	10	-15
COC(=O)N/C(C)=C1/NC(=O)c2ccccc2C(c2ccccc2)N1 (stereo not drawn)
→ -2	-5	1642	10	1	·	-1.3	·	12	-2	-1
O=C(O)c1cccc(NC(=O)c2ccc(Cl)c(S(=O)(=O)N3CCCCCC3)c2)c1
→ -8	0	1501	-1	1.1	0.044	-0.1	4	-3	-4	-3
O=C1C2C3C=CC(C2C(=O)N1C1CCCCC1)C1C(=O)N(C2CCCCC2)C(=O)C31 (stereo not drawn)
→ -2	0	1685	5	1	0.23	0.1	·	2	-1	-4
O=C(NCCCN1CCN(c2ccccc2F)CC1)C1CCC(=O)N1C1CCCCC1 (stereo not drawn)
→ -14	2	1702	-3	1.1	0.35	-0.1	10	-2	-1	-4

The listing continues.
Values run as follows: bIAP inhibitor	PPARg SRC-3 ag	TR-FRET SRC-2 ct	PPARg SRC1 recr	bIAP act	ROMK primary	Redox H2O2 prof	S1P3 antag	PPARg SRC-2 ag	Lmaj promast	TLR4-MyD88 BLA
CCOCCCNC(=O)c1cn(C)c(=O)c2cc(OC)c(OC)cc12
→ 16	-5	1546	-1	0.8	·	-0.9	7	1	1	9
CCNc1cccc2c1C(=O)N(C)C2=O
→ 10	-5	1438	-1	0.9	·	-0.3	-7	-1	-3	14
CCn1cc(C(=O)NCc2ccc3c(c2)OCO3)c2cc(OC)c(OC)cc2c1=O
→ 8	-2	1475	1	0.9	2.2	-0.1	3	-10	12	9
Cn1cc(S(=O)(=O)N2CCC(Cc3ccccc3)CC2)c(=O)n(C)c1=O
→ 1	2	1512	-3	1	·	0.1	-3	-1	-6	-16
Cc1ccc2cc(CCNC(=O)c3ccco3)c(=O)[nH]c2c1C
→ 6	7	1604	7	0.9	·	0.2	31	-4	-7	8
O=C(Nc1nnc(-c2ccccc2)o1)Nc1ccc(F)cc1F
→ -5	-1	1612	4	1	-0.22	-0.4	-20	4	7	8
Cc1ccccc1C(=O)N1CCN(c2nc(N3CCOCC3)nc(N3CCOCC3)n2)CC1
→ 2	-4	1533	-2	1	·	3.5	-10	-1	4	10
NC(=O)[C@@H]1CCCN1Cc1nc(Cc2cccc(C(F)(F)F)c2)no1
→ 8	1	1521	4	0.9	·	-0.9	2	2	-6	-3
O=[N+]([O-])c1ccc(/C=C/C2=NN(c3ccccc3)C(c3ccco3)C2)o1 (stereo not drawn)
→ -5	2	1582	16	1.1	-0.05	0.0	38*	1	42	4
CCC(C)(C(=O)NC1CCCCC1)N(Cc1ccco1)C(=O)c1ccccn1 (stereo not drawn)
→ 7	4	1533	7	0.9	-0.33	-0.2	·	3	-8	-7
Cn1nc(-c2ccccc2)c(C(O)c2ccc(Cl)cc2)c1Cl (stereo not drawn)
→ 21	-1	1435	2	0.8	·	1.8	·	5	-2	-10
O=C(Cn1cc([N+](=O)[O-])cn1)Nc1nc2ccccc2s1
→ 6	8	1611	10	0.9	·	-4.0	·	8	-7	4

Source: PubChem
